Assay outcomes deposited in PubChem by National Center for Advancing Translational Sciences (NCATS).
TDP43 rescue = TDP-43 toxicity inhibition in yeast. TDP-43 expressing yeast growth rescue, BacTiter-Glo, 24 h. Potency, µM (highest dose often 46.1 µM), inactives show top-dose growth rescue (activation), usual class: activators. 410,000 tested, 1.8% active. AID 652104; further: potency means the concentration at half of the fitted maximal effect; % of control where 0% means no effect; nearly all actives have a fitted effect of over 50% in size
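Galactose-induced TDP-43 yeast, OD600=0.02, compound pinned; 24 hr, 30 deg C; BacTiter-Glo luminescence for growth. Inhibitors of TDP-43 toxicity read as activators.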
FUS suppressor = suppressors of FUS proteinopathy in yeast | 390,000 tested, 0.24% active | Potency, µM (series often up to 76.6 µM), for inactives: top-dose growth rescue (activation), hits mostly activators | S. cerevisiae FUS-expressing, growth rescue, OD600, 24 h;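 further: potency means the concentration at half of the fitted maximal effect; plate controls were DMSO vehicle for no effect and reference control for full effect; nearly all actives have a fitted effect of over 55% in size; some results filed as inactive show a strong effect at the top dose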
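Yeast expressing FUS under galactose induction, OD 0.005 in 2% galactose medium; compounds in a dilution series, 24 h at 30C. Growth rescue by absorbance at 600 nm; CP55940 positive control, DMSO negative.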
aSyn yeast inh = inhibitors of alpha-synuclein toxicity in yeast; Yeast expressing alpha-synuclein, growth rescue, BacTiter-Glo, 24 h; Potency, µM (titrated, usually from 46.1 µM), inactives show at the highest dose growth rescue (activation), most hits filed as activators; 370,000 tested, 0.14% active; AID 652106; further: potency means the concentration at half of the fitted maximal effect; % of control where 0% means no effect; nearly all actives have a fitted effect of over 65% in size
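Galactose-induced alpha-syn yeast (OD600=0.02, raffinose-pregrown) + pinned cpd, 24 hr, 30 deg C; growth by BacTiter-Glo luminescence. Growth restoration scores as activation.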
EPAC2 ag = EPAC2 (human) agonism | Q8WZA2 | EPAC2 activation, biochemical qHTS; response scale: 100% = 6.5 mM cAMP response | Potency, µM (titrated, usually from 154 µM), inactives show at the top dose activation, actives largely listed as activators | 360,000 tested, 0.079% active | AID 720711; further: potency means the concentration at half of the fitted maximal effect; nearly all actives have a fitted effect of over 50% in size
Target sequence (Q8WZA2 whole entry, looked up): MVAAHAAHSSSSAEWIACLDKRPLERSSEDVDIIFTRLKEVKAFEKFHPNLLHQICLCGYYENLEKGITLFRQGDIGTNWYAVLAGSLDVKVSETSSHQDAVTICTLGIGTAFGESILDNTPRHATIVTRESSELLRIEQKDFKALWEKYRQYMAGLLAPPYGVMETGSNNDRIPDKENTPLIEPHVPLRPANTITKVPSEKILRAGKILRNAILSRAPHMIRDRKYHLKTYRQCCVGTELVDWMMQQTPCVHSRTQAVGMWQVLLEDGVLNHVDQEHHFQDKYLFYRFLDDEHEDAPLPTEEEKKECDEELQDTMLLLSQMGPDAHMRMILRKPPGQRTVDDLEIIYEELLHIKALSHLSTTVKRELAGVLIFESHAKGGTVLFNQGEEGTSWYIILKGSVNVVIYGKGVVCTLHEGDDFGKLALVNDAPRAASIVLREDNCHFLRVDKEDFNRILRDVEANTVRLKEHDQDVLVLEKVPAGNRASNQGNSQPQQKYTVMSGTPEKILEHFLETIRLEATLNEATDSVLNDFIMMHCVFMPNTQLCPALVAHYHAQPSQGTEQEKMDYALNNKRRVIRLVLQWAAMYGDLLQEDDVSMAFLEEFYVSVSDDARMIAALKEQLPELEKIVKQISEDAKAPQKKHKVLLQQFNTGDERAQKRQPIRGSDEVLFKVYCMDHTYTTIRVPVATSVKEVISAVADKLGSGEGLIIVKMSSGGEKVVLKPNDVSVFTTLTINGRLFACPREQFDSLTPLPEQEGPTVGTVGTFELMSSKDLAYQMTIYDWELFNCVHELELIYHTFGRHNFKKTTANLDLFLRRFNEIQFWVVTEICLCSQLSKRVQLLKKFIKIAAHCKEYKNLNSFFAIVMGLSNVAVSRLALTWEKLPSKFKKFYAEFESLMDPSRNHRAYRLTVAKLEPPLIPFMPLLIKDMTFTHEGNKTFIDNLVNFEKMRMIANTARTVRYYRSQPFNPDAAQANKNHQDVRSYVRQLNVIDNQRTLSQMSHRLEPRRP
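Readout is BODIPY fluorescence (480 nm excitation, 540 nm emission), which falls as labeled GDP is exchanged off Rap1B. EPAC2 at 100 nM acted on 250 nM RAP1B-BODIPY-GDP with 50 uM GDP present.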
D3 ag = activates the human D3 dopamine receptor; 410,000 tested, 0.58% active; D3R DiscoveRx beta-arrestin cells, luminescence, 90 min; P35462; max activation, %; in the data active means max activation above about 30%; further: 0% is about no effect; mostly tested at two doses, the higher about 12 µM
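Agonist-mode cell screen: cells plated at 1500/well and incubated overnight at 37 °C, then exposed to library compounds for 90 min at 37 °C. Detection reagent was added for 30–60 min at room temperature, and luminescence was read.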
Abeta rescue = A-beta toxicity reversal in yeast | Potency, µM (titrated, usually from 46.1 µM), for the others: at the top dose growth rescue, actives largely listed as activators | 410,000 tested, 0.063% active | yeast expressing A-beta42, growth rescue, OD600, 48 h; response scale: 0% DMSO, 100% iron-clioquinol control; further: potency means the concentration at half of the fitted maximal effect; nearly all actives have a fitted effect of over 55% in size
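Yeast A-beta toxicity model in growth medium with pinned compounds, 48 h at 30 C; growth read as absorbance at 600 nm. Normalized to FeCl3/clioquinol equimolar mix (positive) and DMSO (negative).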
EPAC2 antagonist = blocks human EPAC2 exchange factor; 360,000 tested, 0.18% active; Q8WZA2; AID 720708; EPAC2 GEF exchange of Rap1B-BODIPY-GDP, fluorescence; Potency, µM (titrated, usually from 114 µM), for inactives: at the highest dose activity, negative = inhibition, actives largely listed as inhibitors; further: potency means the concentration at half of the fitted maximal effect; on the % scale 0 is the no-effect control and ±100 the full control effect; nearly all actives have a fitted effect of over 45% in size; many of its hits are not listed in these tables
DRD3 antagonist = antagonists of human D3 dopamine receptor | P35462 | D3R cells, DiscoveRx beta-arrestin luminescence, antagonist mode; stronger effect = lower value | max response, negative = inhibition, % | 360,000 tested, 2.5% active; in the data active means max response below about -50%; inconclusive means no clear call, values can overlap the other calls; further: on the % scale 0 is the no-effect control and ±100 the full control effect; mostly tested at two doses, the higher about 12 µM
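Cells expressing the human receptor were seeded at 1500 cells/well, incubated overnight at 37 degrees C in 5% CO2, then exposed to library compounds with dopamine controls for 90 minutes at 37 degrees C before luminescent detection.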
Starred values were filed as active, the others as inactive; u = inconclusive; x = no result given. Unless noted, the call rests on the fitted dose curve; in most records, active means well fitted curve in the direction sought with a large enough effect; inconclusive means small, poorly fitted or top-dose-only effect, or another doubt; inactive means no such curve, though single readings can be large; an effect the other way counts as inactive or inconclusive. The list is partial; the hit share may differ from the screen's.

No. | SMILES | TDP43 rescue | FUS suppressor | aSyn yeast inh | EPAC2 ag
1 | CC(Sc1nc2ccc(Br)cc2[nH]1)C(=O)O (stereo not given) | -6% | 28% | -3% | 12%
2 | COc1ccc(CC(=O)OCC(=O)c2ccc[nH]2)cc1 | -11% | x | 1% | 17%
3 | COc1ccc(-n2cnc3c(sc4nccc(N(C)C)c43)c2=O)cc1 | -10% | 29% | 0% | 24%
4 | COc1ccc(C(=O)N(C)[C@H]2C[C@H]3c4[nH]c5ccccc5c4CCN3C(=O)[C@H]2CO)cc1 | 0% | 39% | 2% | -7%
5 | CC(=O)N1CCN(CCN=CC2=C(O)CC(c3ccc(Cl)cc3)CC2=O)CC1 (stereo not given) | 17% | 26% | 2% | 0%
6 | O=C(c1ccc(-c2ccc(Cl)cc2)o1)N1CCN(c2ccc([N+](=O)[O-])cc2Cl)CC1 | -19% | 38% | u | 11%
7 | O=C(CSCc1ccccc1Cl)N1CCN(c2ccc(F)cc2)CC1 | 14µM* | 39% | x | x
8 | Cc1ccc(C)c(S(=O)(=O)N2CCN(C(=O)Cc3c(F)cccc3Cl)CC2)c1 | u | x | 19% | 1%
9 | Cc1cc(NC(=O)CCC(=O)N(Cc2ccco2)C(C(=O)NC2CCCCC2)c2ccccc2)no1 (stereo not given) | 11% | 22% | -14% | 2%
10 | COc1cccc(OC)c1OCCCOc1cccc2cccnc12 | 28% | -9% | -7% | -2%

No. | D3 ag | Abeta rescue | EPAC2 antagonist | DRD3 antagonist
1 | -6 | -2% | 0% | 25
2 | -4 | -14% | 16% | 2
3 | 1 | -7% | -30% | -11
4 | 1 | 9% | 1% | -10
5 | -9 | -13% | 21% | -17
6 | -21 | 2% | -9% | -20
7 | -5 | -1% | x | x
8 | -8 | -1% | -5% | -30
9 | 7 | 15% | 3% | -17
10 | -8 | -14% | 2% | -5

No. | SMILES | TDP43 rescue | FUS suppressor | aSyn yeast inh | EPAC2 ag
11 | C=CCn1c(O)c(N=Nc2ccccc2O)c2ccccc21 | 19% | 1% | 21% | -1%
12 | COc1cccc(-n2c(Cc3cc(=O)[nH]c(=O)[nH]3)nnc2SCc2cccnc2)c1 | 7% | -24% | -1% | 2%
13 | c1ccc(-c2noc(-c3ccc4ccccc4c3)n2)cc1 | -19% | 29% | -16% | -1%
14 | COc1ccc(S(=O)(=O)N(C)c2ccc(C(=O)N3CCC(C(N)=O)CC3)cc2)cc1OC | -23% | 18% | -3% | 4%
15 | NC(=O)C1CCN(C(=O)c2ccc3ccccc3c2)CC1 | -7% | 29% | 0% | 6%
16 | COc1ccc(NC(=O)CN2C(=O)COc3ccc(S(=O)(=O)N4CCCCC4)cc32)c(OC)c1 | -2% | 23% | 0% | 0%
17 | Cc1ccc(C)c(S(=O)(=O)Nc2cccc(-n3cnnn3)c2)c1 | 10% | 2% | -1% | 6%
18 | FC(F)(F)c1ccc(N2CCOCC2)c(Nc2nc3ccccc3n3cnnc23)c1 | -30% | 36% | 18% | -16%
19 | Cc1ccc(Nc2sc(C(=O)c3ccccc3)c(N)c2C(=O)NC(C)C)cc1 | 15% | 15% | x | x
20 | COc1ccc(NC(=O)C(=O)NCC(=O)Nc2cc(OC)ccc2OC)cc1 | -20% | 12% | -1% | 0%

No. | D3 ag | Abeta rescue | EPAC2 antagonist | DRD3 antagonist
11 | -10 | -9% | -11% | 0
12 | -1 | 2% | -5% | 8
13 | 3 | -1% | 3% | 7
14 | 4 | 2% | -5% | 2
15 | 1 | 7% | 12% | -5
16 | 1 | 8% | -1% | -7
17 | 3 | 14% | -4% | 1
18 | 6 | 11% | -13% | -26
19 | 10 | -5% | x | x
20 | -9 | 0% | 24% | -21

No. | SMILES | TDP43 rescue | FUS suppressor | aSyn yeast inh | EPAC2 ag
21 | CCCCc1cc(-c2n[nH]c(=S)o2)c2ccccc2n1 | 23% | 28% | -2% | -2%
22 | Cn1c(=O)cc(SCC(=O)N2CCN(c3ccccc3F)CC2)c2ccccc21 | u | 37% | x | x
23 | CCOc1ccc(C(=O)CCC(=O)N2CCN(c3ccc(O)cc3)CC2)cc1 | -13% | 11% | 10% | 11%
24 | Cc1cc(C)cc(NC(=O)Cc2ccc(-n3cccc3)cc2)c1 | 11% | x | -15% | 2%
25 | COc1ccccc1NOC(=O)CCOc1ccccc1 | 10% | 13% | 15% | 13%
26 | COc1ccc(CN2CCOCCOCCOCCOCCOCC2)cc1 | -23% | 12% | -7% | -2%
27 | CC(C)CCNC(=O)CN(Cc1ccc2c(c1)OCO2)C(=O)Cn1nnc(-c2cccs2)n1 | -24% | u | 14% | 15%
28 | Cc1ccc(OCc2cc(C(=O)N3CCN(C4CCCC4)CC3)no2)cc1C | 2% | 14% | -2% | 4%
29 | CCO[C@H]1OC(C(=O)N2CCN(Cc3ccccc3)CC2)=C[C@@H](c2ccccc2)[C@@H]1CCCO | 18% | -22% | -10% | 5%
30 | CC(=O)Nc1cc(-c2cccc(C(=O)N(C)C)c2)cn2c(-c3cccc(C(=O)N(C)C)c3)cnc12 | 13% | -1% | 0% | 3%

No. | D3 ag | Abeta rescue | EPAC2 antagonist | DRD3 antagonist
21 | 12 | -8% | -27% | 11
22 | -11 | -2% | x | x
23 | -1 | 5% | 9% | -24
24 | -3 | -4% | 13% | 26
25 | -5 | 17% | -8% | 14
26 | 1 | -3% | -1% | 3
27 | -9 | 0% | -4% | 7
28 | -7 | -4% | -1% | -23
29 | -4 | 1% | -1% | 14
30 | 0 | -10% | 14% | 0

No. | SMILES | TDP43 rescue | FUS suppressor | aSyn yeast inh | EPAC2 ag
31 | COc1ccccc1C(C)NCC(=O)Nc1ccccc1C(F)(F)F (stereo not given) | -3% | -18% | 0% | -17%
32 | COc1cc(-c2cc3n(C)c(C)c(CCC(=O)NC4CCCCC4)c(=O)n3n2)cc(OC)c1OC | 20% | -9% | x | x
33 | COc1ccc(C(=O)Nc2nc3ccccc3[nH]2)cc1OC | -4% | 4% | 3% | -5%
34 | c1ccc2cc(CN3CCOCC3)ccc2c1 | -22% | 27% | -2% | 11%
35 | O=c1oc2cc(OCc3nn[nH]n3)ccc2c2c1CCCC2 | 17% | 8% | 0% | 11%
36 | CC(=O)Nc1ccc(Nc2nc(C)c([N+](=O)[O-])c(N(C)c3ccccc3)n2)cc1 | u | u | -10% | 26%
37 | CCC1CCCCN1C(=O)CN1C(=O)c2ccccc2S1(=O)=O (stereo not given) | -27% | 6% | 0% | 9%
38 | CC(=O)c1cc(C#N)c(N2CCCCC2)nc1C | 6% | 6% | 2% | 10%
39 | CC(=O)N(C)c1ccc(NS(=O)(=O)c2cc(Cl)ccc2Cl)cc1 | -8% | -11% | -1% | 4%
40 | CC(=O)c1cc(CN2CCC(n3nccc3NC(=O)c3ccccc3C)CC2)cs1 | 11% | 10% | -5% | -2%

No. | D3 ag | Abeta rescue | EPAC2 antagonist | DRD3 antagonist
31 | -8 | 14% | -11% | -57*
32 | 5 | -14% | x | x
33 | 3 | 2% | -3% | -15
34 | -31 | 4% | 4% | -29
35 | 4 | 14% | 2% | 12
36 | -3 | -22% | -11% | 6
37 | -2 | -6% | -2% | -10
38 | 3 | -2% | -29% | 10
39 | 1 | 1% | -2% | -6
40 | 1 | -17% | 8% | -6

One compound at a time, from the list above:
Profile of COc1ccccc1NOC(=O)CCOc1ccccc1 = TDP43 rescue = 10%; FUS suppressor = 13%; aSyn yeast inh = 15%; EPAC2 ag = 13%; D3 ag = -5; Abeta rescue = 17%; EPAC2 antagonist = -8%; DRD3 antagonist = 14
Profile of Cn1c(=O)cc(SCC(=O)N2CCN(c3ccccc3F)CC2)c2ccccc21 = TDP43 rescue = u; FUS suppressor = 37%; aSyn yeast inh = x; EPAC2 ag = x; D3 ag = -11; Abeta rescue = -2%; EPAC2 antagonist = x; DRD3 antagonist = x
Profile of COc1ccc(CC(=O)OCC(=O)c2ccc[nH]2)cc1 = TDP43 rescue = -11%; FUS suppressor = x; aSyn yeast inh = 1%; EPAC2 ag = 17%; D3 ag = -4; Abeta rescue = -14%; EPAC2 antagonist = 16%; DRD3 antagonist = 2

The list goes on:
No. | SMILES | TDP43 rescue | FUS suppressor | aSyn yeast inh | EPAC2 ag
41 | CC1CCCC(C)N1C(=O)COC(=O)c1ccco1 (stereo not given) | 9% | 8% | 11% | 6%
42 | Cc1cc(C(=O)Nc2cccc(S(=O)(=O)N3CCCC3)c2)c2ccccc2n1 | -8% | -8% | -1% | 16%
43 | O=C1C2CC=CCC2C(=O)N1c1n[nH]c(Cc2ccccc2)n1 (stereo not given) | -19% | 9% | -19% | 5%
44 | COc1ccc(CCNC(=O)c2cc(=O)c3cc(C)cc(C)c3o2)cc1OC | 16% | 12% | x | x
45 | Cc1cccc(-c2nc(CSc3nncn4c3cc3sccc34)c(C)o2)c1 | 16% | -23% | x | x
46 | CN(C(=O)c1ccc(N2CCCCC2)c([N+](=O)[O-])c1)C1CCS(=O)(=O)C1 (stereo not given) | -8% | -3% | -9% | 4%
47 | O=C(NCc1ccc2c(c1)OCO2)c1ccc(CS(=O)Cc2ccc(Cl)cc2)o1 (stereo not given) | -8% | 14% | -6% | 19%
48 | CCS(=O)(=O)Nc1cccc(-c2nc3cccnc3s2)c1C | 16% | -15% | -13% | 8%
49 | Cc1ccc(NC(=O)CN(C)C(=O)CNC(=O)c2ccc3c(c2)OCO3)cc1 | -20% | 11% | -4% | -4%
50 | CCOC(=O)C1CCCN(C(=O)c2cccc(NC(=O)C(CC)CC)c2)C1 (stereo not given) | -12% | 14% | -7% | -4%
51 | O=C(Nc1ccc(S(=O)(=O)Nc2nccs2)cc1)/C(=C/c1ccccc1Cl)NC(=O)c1ccccc1 | 14% | 44% | -1% | -7%

No. | D3 ag | Abeta rescue | EPAC2 antagonist | DRD3 antagonist
41 | -1 | 9% | 13% | -12
42 | -1 | -5% | 1% | -1
43 | 8 | 0% | 8% | -3
44 | 10 | 5% | x | x
45 | 2 | -1% | x | x
46 | -4 | 2% | -6% | 7
47 | -3 | -5% | 7% | -10
48 | 2 | 0% | 0% | -9
49 | -5 | -2% | -5% | 1
50 | -1 | -12% | -1% | -7
51 | 4 | -11% | 0% | 24
